Assay outcomes as filed in PubChem BioAssay.
FXIa inh: blocks human coagulation factor XIa protease activity. P03951. purified FXIa, Boc-Glu-Ala-Arg-AMC fluorogenic substrate. inhibition, % at 5 µM. 0.14% of 220,000 active. AID 798;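 active = inhibition of at least 40%; inactive = inhibition below 40%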;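 note: fluorescence of freed AMC excited at 355 nm; 0% = enzyme without compound and 100% = no enzyme blank; many of its hits are not listed in these tables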
Target sequence (P03951 19-387 limits assumed): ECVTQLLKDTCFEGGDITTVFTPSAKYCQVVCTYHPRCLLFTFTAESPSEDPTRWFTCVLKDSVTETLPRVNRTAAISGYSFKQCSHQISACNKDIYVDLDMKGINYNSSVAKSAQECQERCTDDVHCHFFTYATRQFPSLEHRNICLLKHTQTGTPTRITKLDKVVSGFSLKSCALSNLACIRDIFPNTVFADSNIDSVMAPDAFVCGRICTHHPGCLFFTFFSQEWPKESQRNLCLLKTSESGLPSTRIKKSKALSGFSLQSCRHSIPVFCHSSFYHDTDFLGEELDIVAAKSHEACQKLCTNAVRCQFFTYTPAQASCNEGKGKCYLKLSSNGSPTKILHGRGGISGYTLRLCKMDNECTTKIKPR
Target sequence (P03951 388-625 limits assumed): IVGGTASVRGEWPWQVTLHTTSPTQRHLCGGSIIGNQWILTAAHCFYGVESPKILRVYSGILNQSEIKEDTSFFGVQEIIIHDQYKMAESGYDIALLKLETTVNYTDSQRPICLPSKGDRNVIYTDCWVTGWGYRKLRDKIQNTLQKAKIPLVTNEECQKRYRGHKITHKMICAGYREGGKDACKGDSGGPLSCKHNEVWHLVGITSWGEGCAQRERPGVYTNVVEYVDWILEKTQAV
KLK5 inh: blocks human kallikrein 5 protease activity; Q9Y337; recombinant hK5, fluorogenic AMC substrate cleavage; inhibition, % at 5 µM; 0.59% of 210,000 active; AID 873;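 active = inhibition of 40% or more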;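 note: 0% = enzyme controls without compound and 100% = no-enzyme blanks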
Target sequence (Q9Y337 67-293 limits assumed): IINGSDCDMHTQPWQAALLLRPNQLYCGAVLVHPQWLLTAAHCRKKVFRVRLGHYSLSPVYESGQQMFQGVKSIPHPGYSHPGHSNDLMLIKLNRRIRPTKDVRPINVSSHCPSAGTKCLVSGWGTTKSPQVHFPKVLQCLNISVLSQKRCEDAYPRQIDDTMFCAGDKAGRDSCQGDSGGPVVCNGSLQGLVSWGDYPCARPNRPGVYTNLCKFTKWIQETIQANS
FXIIa inh 1536: inhibitors of human coagulation factor XIIa. purified FXIIa, Boc-QGR-AMC fluorogenic substrate, 2 h. 0.3% of 220,000 active. inhibition, % at 5 µM. P00748; in the data active = inhibition above about 40%;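 note: 0% = enzyme with no compound and 100% = blank without enzyme; many of its hits are not listed in these tables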
Rad51 HR inh: blocks human Rad51 in homologous recombination; inhibition, % at 10 µM; AID 1385; Q06609; 0.085% of 200,000 active; hRad51 DNA strand exchange, fluorescence dequenching;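 active = inhibition above 40% at the single screening dose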;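 note: 0% = DMSO control wells and 100% = blanks with heterologous ssDNA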
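Material: Human Rad51 nucleoprotein filaments preassembled on unlabelled ssDNA | Also added: Labelled 47-mer dsDNA for strand exchange | Dosing: Single dose, 10 µM final compound | Schedule: 30-min compound preincubation and 15-min exchange, both room temperature | Technique: Fluorescence dequenching at 485/520 nm | Measure: Percent inhibition relative to plate controls and blanks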
zVAD death inh: L929 zVAD cell death inhibition; L929 zVAD necroptosis rescue, ATP luminescence, 24 h; with zVAD 60 µM; 0.38% of 220,000 active; viability rescue, % at 10 µM;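 active = activation, scaled between plate controls, above about 75%, limit read from the data; inactive = activation under that limit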;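 note: 0% = zVAD with DMSO and 100% = DMSO alone without zVAD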
Hck-Nef inh: blocks Nef-activated human Hck kinase. P08631. Recombinant Hck-YEEI plus Nef, Z-Lyte FRET kinase assay. inhibition, % at 20 µM. 0.68% of 220,000 active. AID 463187;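 active = Hck-Nef kinase inhibition above about 50%, limit read from the data; inactive = inhibition below that limit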;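 note: 0% = DMSO with Hck plus Nef and 100% = Hck alone without Nef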
Cl transport mod: modulates chloride dependent transport by human KCC2; KCC2 cells, thallium flux FluoZin-2 fluorescence; AID 1456; 2.2% of 190,000 active; B-score of Tl+ flux slope (higher = more flux/activation; lower = inhibition) at 10 µM; Q9H2X9;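 active = thallium flux slope and its plate-corrected score both differing from the plate sample mean at a set confidence after two filtering rounds, in either direction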;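 note: slope of fluorescence scaled to starting intensity during 10 to 20 s after thallium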
TNF necrop inh: blocks TNF-alpha induced death of Jurkat FADD-/- cells | Jurkat FADD-/- TNF necroptosis rescue, ATP luminescence, 24 h; 0 = TNF only, 100 = no-TNF cells | activation (protection from cell death), % at 10 µM | 0.068% of 220,000 active | AID 463075;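 active = activation, meaning protection from cell death, of at least 50% relative to plate controls; inactive = activation below 50%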;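 note: necroptosis triggered by 40 ng/mL TNF-alpha added together with compound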
Thrombin inh: inhibitors of human thrombin; alpha-thrombin, Boc-VPR-AMC fluorogenic substrate cleavage; inhibition, % at 5 µM; 0.26% of 220,000 active;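 active = inhibition at or above 40%; inactive = inhibition below 40%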;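 note: 0% = enzyme with no compound and 100% = wells without enzyme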
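Assay system: human alpha-thrombin enzyme. Reagent: Boc-VPR-AMC substrate, 15 µM final. Compound dosing: one concentration per compound, 5 µM, with 0.2% DMSO. Incubation: room-temperature reaction. Technique: AMC fluorescence, 355/460 nm. Measure: % inhibition relative to enzyme controls and enzyme-free blanks.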
The depositor's hits bear a star; nt = not tested or not shown. This is a subset; the hit share may differ from the screen's.

Fields: FXIa inh	KLK5 inh	FXIIa inh 1536	Rad51 HR inh	zVAD death inh	Hck-Nef inh	Cl transport mod	TNF necrop inh	Thrombin inh
COc1ccc(Cc2nnc(Nc3ccc(C)cc3C)[nH]c2=O)cc1
→ -10	7	6	4	0.0	-1	0.27	0.1	-3
O=C(NCCOCCNC(=O)OCc1ccccc1)OCc1ccccc1
→ -1	-4	4	22	-0.5	3	-0.82	1.1	5
O=C(NCc1ccco1)c1ccc2c(c1)N(Cc1ccc(Cl)cc1)CCS2
→ -5	-5	-6	9	-0.7	23	-0.71	0.1	-1
COc1ccccc1CNC(=O)C(Cc1c[nH]c2ccccc12)NC(=O)OCc1ccccc1 (stereo not drawn)
→ -6	-17	-4	1	1.4	1	-2.1	2.1	-11
CC1(C)C2CCC(C2)C1(C)NC(=O)CNCC1CCCCC1 (stereo not drawn)
→ -6	1	9	2	3.9	20	1	-0.7	-19
COc1cccc(C2c3c(oc4ccc(F)cc4c3=O)C(=O)N2CCN2CCOCC2)c1OC (stereo not drawn)
→ 3	4	7	1	0.5	2	nt	0.4	2
Cc1nc(SCC(=O)c2ccccc2)n[nH]1
→ -10	-26	2	-3	0.2	-1	-0.15	-3.5	-9
CCCC(=O)Nc1cc(OC)c(OC)cc1C(=O)O
→ -7	-3	-7	7	-0.3	0	-0.83	-1.4	-3
O=C(O)c1ccc(CSc2n[nH]c(-c3ccco3)n2)cc1
→ -1	8	13	0	-0.1	1	nt	-1.1	-1
C=CCn1c(-c2ccccc2[N+](=O)[O-])n[nH]c1=S
→ -7	-4	0	8	0.9	-1	0.5	0.4	-2
Cc1nn(C)c(C(=O)N2CCN(C(=O)c3ccco3)CC2)c1[N+](=O)[O-]
→ 6	-12	5	3	1.4	-1	-0.13	-1.4	-5
CN(CC(=O)NCc1ccccn1)S(=O)(=O)c1ccc(Br)cc1
→ 0	-5	6	2	0.9	16	0.16	0.8	nt
Cc1ccc(SCCCn2cnc3ccccc3c2=O)cc1
→ -5	14	8	-5	-0.2	2	-1.2	-2.3	-3
O=C(CP(=O)(O)CC(=O)c1ccccc1)c1ccccc1
→ -11	-3	5	-5	1.0	14	0.73	0.8	-13
Cc1cc2c(ncn2C)c(NS(=O)(=O)c2cc(Cl)ccc2Cl)c1C
→ 4	-8	11	-4	-0.3	4	nt	-6.2	4
Cc1cc(=O)oc(C)c1C(=O)Nc1cccc2ccccc12
→ -3	-9	13	4	0.1	-9	0.27	1.1	-6
COC(=O)[C@@H]1C[C@H]2CC[C@H](O)C[C@H]2N1Cc1ccccc1OS(=O)(=O)c1ccc(C)cc1
→ 3	4	13	-5	0.5	16	-0.0095	0.0	3
CCC(C)C(NC(=O)C(C)NC(=O)CNC(=O)CNC(=O)OCc1ccccc1)C(=O)OC (stereo not drawn)
→ 5	-6	12	11	0.2	4	-0.53	-1.2	0
O=C(O)CC1(CC(=O)Nc2ccccc2N2CCOCC2)CCCC1
→ -15	-1	0	-14	-0.1	-3	-0.87	0.6	-8
C#CCn1c(=NC(=O)CN2C(=O)CCC2=O)sc2cccc(C)c21
→ -1	1	8	-3	0.0	5	nt	-0.1	0
Cc1ccc(C(=O)N/N=C/C=C/c2ccccc2)cc1
→ -5	4	4	-3	0.6	16	-0.63	-0.9	5
CN(c1cccc(NC(=O)Cc2ccccc2)c1)S(C)(=O)=O
→ -8	-14	0	2	0.3	7	-0.01	-1.1	-8
FC(F)(F)c1ccc(-c2noc(CN3CCCN(C4CCCCC4)CC3)n2)cc1
→ 5	15	13	-1	-0.2	-1	-1.8	0.6	0
S=c1[nH]nc(-c2cccnc2)n1-c1ccccc1
→ 8	-6	15	-2	1.2	2	1.8	-0.5	2
Oc1ccc(/C(Cc2ccccn2)=N\Nc2ccccc2)c(O)c1
→ 11	-16	1	1	-0.1	23	1.1	-2.5	2
Cc1cc(/C=C2\SC(=S)NC2=O)c(C)[nH]1
→ -3	-3	13	-29	46	-6	-5.1	0.8	1
O=C(NNc1nc2ccccc2nc1C(F)(F)F)c1ccccc1
→ 18	-3	27	5	-0.5	-1	nt	-3.5	2
Cc1ccc(Cl)cc1N1CCN(C(=O)c2cc3c(=O)[nH]c4ccccc4c3n2C)CC1
→ 11	-4	14	nt	nt	5	-0.68	-17	2
N/C(=N\OC(=O)COc1ccc([N+](=O)[O-])cc1)c1ccc(Br)cc1
→ -2	1	10	1	4.0	21	-0.03	-0.2	-1
COC(=O)c1cc(Br)c(=O)n(-c2cccc(F)c2)c1
→ 3	-7	12	-4	0.2	0	-0.36	-0.9	2
COc1ccc(CCNC(=O)c2ccc3ccccc3n2)cc1OC
→ 8	-7	5	0	0.6	23	nt	-0.7	-7
COc1ccccc1NC(=O)COC(=O)Cc1ccc(S(=O)(=O)N2CCCCC2)s1
→ 16	-9	0	-11	1.4	-6	0.17	1.0	1
CC(OC(=O)Cc1coc2cc3c(cc12)CCC3)C(=O)NCc1ccc2c(c1)OCO2 (stereo not drawn)
→ -7	6	-13	-5	-0.1	2	nt	1.2	-1
CCCOCCOC(=O)C1=C(C)NC(=O)NC1c1cc(Cl)c(O)c(OC)c1 (stereo not drawn)
→ 4	-20	15	1	0.2	2	-0.63	1.1	-5
COc1ccccc1C(c1nnnn1C(C)(C)C)N1CCN(C(=O)c2ccco2)CC1 (stereo not drawn)
→ -1	-19	9	11	-0.3	0	1.7	-3.3	-7
CCOC(=O)CNC(=O)CSc1nc(-c2ccc(C)cc2)ns1
→ -2	-6	-3	8	1.6	-3	-0.52	1.8	-9
COc1ccc(S(=O)(=O)NNC(=O)c2ccc(-n3c(C)ccc3C)cc2)cc1
→ 1	-2	7	2	0.2	42	nt	-0.3	-1
Cc1ccc(CNc2cnn(C34CC5CC(CC(C5)C3)C4)c(=O)c2Cl)cc1
→ 0	-2	5	nt	nt	6	0.53	2.7	1
COc1ccc(N2CCN(CCCNS(=O)(=O)c3ccc4c(c3)oc(=O)n4C)CC2)cc1
→ 4	-4	8	1	-0.2	6	-0.0091	0.9	1
O=C(NC1CCCCC1)N1CCN(S(=O)(=O)c2ccc(F)cc2)CC1
→ 0	nt	5	21	1.7	0	nt	0.6	1
O=C(CSc1nc2ccccc2s1)N/N=C/c1ccccc1C(=O)O
→ 4	2	14	16	0.6	25	-0.16	0.1	2
Cc1cc2c(s1)c1cnn(Cc3ccccc3F)c(=O)c1n2C
→ 1	0	10	-1	-1.0	-1	nt	0.6	2
CCOCCn1cnc2sc(C(=O)Nc3nc(C)c(C(=O)OCC)s3)c(C)c2c1=O
→ nt	nt	nt	5	-0.4	-9	-0.018	0.3	nt
Cc1nn(-c2nc3ccccc3[nH]2)c(N)c1-c1ccccc1
→ 5	-61	15	0	-0.2	4	2.6*	-0.3	3
Cc1ccc(S(=O)(=O)N2CCN(C(=O)Cc3ccccc3)CC2)cc1
→ -2	5	6	1	0.5	-2	nt	0.7	-1

Single records (already shown). Screens in order: FXIa inh, KLK5 inh, FXIIa inh 1536, Rad51 HR inh, zVAD death inh, Hck-Nef inh, Cl transport mod, TNF necrop inh, Thrombin inh
O=C(NC1CCCCC1)N1CCN(S(=O)(=O)c2ccc(F)cc2)CC1 across the screens: 0, nt, 5, 21, 1.7, 0, nt, 0.6, 1
COc1ccccc1NC(=O)COC(=O)Cc1ccc(S(=O)(=O)N2CCCCC2)s1 across the screens: 16, -9, 0, -11, 1.4, -6, 0.17, 1.0, 1
COc1ccc(CCNC(=O)c2ccc3ccccc3n2)cc1OC across the screens: 8, -7, 5, 0, 0.6, 23, nt, -0.7, -7

Later entries.
Fields: FXIa inh	KLK5 inh	FXIIa inh 1536	Rad51 HR inh	zVAD death inh	Hck-Nef inh	Cl transport mod	TNF necrop inh	Thrombin inh
CN(CCC1CCOCC1)C(=O)CC1C(=O)NCCN1C/C=C/c1ccccc1 (stereo not drawn)
→ -5	1	8	-27	-0.9	17	0.92	-0.6	-10
CCO[C@@H]1OC(C(=O)O)=C[C@H](c2coc3ccccc3c2=O)[C@H]1CCCO
→ 4	6	12	8	-0.1	10	1.2	-0.5	2
COc1cc(C(=O)OCCN2CCCCC2)ccc1O
→ 0	1	7	-11	1.3	0	nt	-0.1	-6
O=[N+]([O-])C1=CC=C2C(=NC3(CCCCC3)N2O)C1=NCCc1ccccc1
→ -3	-2	5	6	0.1	19	0.28	-2.6	-7
Cc1cc2nnn(-c3nnc(-c4ccccc4)c4ccccc34)c2cc1C
→ 2	-36	11	nt	0.2	0	-1.5	-3.2	-1
NC1=NC(=O)C2(COC(c3cccnc3)OC2)S1 (stereo not drawn)
→ -5	-8	-11	-4	-0.1	23	0.35	0.2	-8
COc1cccc(-c2nnc(-c3ccccc3NC(=O)c3ccc(C(C)(C)C)cc3)o2)c1
→ 4	7	4	8	0.4	14	1.2	-0.1	-4
O=C(O)c1cc(-c2cc3ccccc3o2)nn1-c1ccccc1
→ 1	5	8	4	2.9	24	-0.34	-0.9	0
O=C(O)c1cccc(N/N=C/c2ccc(F)c(F)c2)c1
→ -7	-7	nt	10	1.4	-15	-1.5	0.9	-2
CCCCCCn1c(N2CCC(C(N)=O)CC2)nc2c1c(=O)[nH]c(=O)n2C
→ -8	1	-3	-5	-0.1	1	nt	-15	-1
O=C(NC(=S)N(Cc1ccccc1)Cc1ccccc1)c1ccccc1F
→ -1	-77	16	-9	-0.3	2	65*	-2.7	0
Cc1ccc2nc(C(C)O)[nH]c2c1 (stereo not drawn)
→ -3	-11	12	-4	0.1	0	0.86	0.0	1
Cc1cc(/C([O-])=C(/C(=S)Nc2ccc(F)cc2)[n+]2ccccc2)c(C)n1Cc1ccccc1Cl
→ 2	4	nt	-4	-0.6	-10	0.39	-1.7	-2
CCN1C(=O)c2ccccc2S(=O)c2ccc(C(=O)N3CCOCC3)cc21 (stereo not drawn)
→ -4	1	5	-3	0.4	15	-0.4	2.4	-2
O=C(NNc1ccccc1[N+](=O)[O-])Nc1ccccc1
→ 3	-2	13	1	0.5	-19	0.53	0.6	4
CS(=O)(=O)N1N=C(c2ccco2)CC1c1ccc(Br)cc1 (stereo not drawn)
→ 8	31	20	-15	0.3	-1	2.4	2.2	12
COc1cccc(/C=N/NC(=O)C(=O)NCc2cccnc2)c1O
→ -7	-69	-2	1	0.7	-1	-0.24	0.0	-5
Oc1cccc(/C=N/Nc2cccc3cccnc23)c1
→ 0	4	8	-10	38	15	0.44	-1.6	-8
CCC(Sc1nc2ccccc2s1)C(=O)Nc1nnc(C)s1 (stereo not drawn)
→ 4	-15	20	3	-0.3	-1	-1.2	0.6	6
COc1ccccc1N(CC(=O)NCc1ccccc1)C(=O)CCC(=O)Nc1ccccn1
→ -4	-6	6	-2	0.0	2	0.15	-0.5	-1
COC(=O)c1ccc(S(=O)(=O)N2C3CCC2CC(NC(=O)NC2CCCCC2)C3)cc1 (stereo not drawn)
→ -2	-4	2	nt	1.6	-19	-0.0014	0.8	0
CCN(C1CCCCC1)S(=O)(=O)c1cn(C)c(=O)n(C)c1=O
→ -9	-33	-1	10	0.3	0	-2.4	-0.3	-12
O=C(CCc1ccccc1)N1CCN(CCO)CC1
→ -1	-3	3	-5	1.3	1	nt	0.2	3
Cc1ccc(-c2ccc(=O)n(CC(=O)Nc3ccc4c(c3)OCCO4)n2)cc1
→ -1	0	5	-3	7.4	22	-0.47	2.3	-1
